Arr AP2 block: inhibitors of beta-arrestin/AP2 binding, primary screen, biochemical, GPCR trafficking, flow cytometry | AID 504490, 2011 | FITC-arrestin peptide / GST-AP2 beads; AP2 beta2 appendage carries R879A mutation | actives 0.31% (n = 340,000) | inhibition, % at 10 µM;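 active means inhibition above a set limit, near 3 SD of compounds lacking own fluorescence, cut at about 54% in these data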;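 further: plate controls were DMSO wells for no effect and 5 µM unlabelled arrestin peptide for full effect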
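System: GST-AP2 R879A glutathione beads; medium: PBS, Tween 20 0.05%, BSA 0.1%; reagent: fluorescein-tagged arrestin peptide at 50 nM final; schedule: pre-incubation 12 min, peptide binding 1 h, room temperature; detection: flow cytometry, FL1 (488/535 nm); read-out: inhibition as reduced fluorescein signal on beads, percent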
SR-BI DiI inh: inhibitors of SR-BI mediated HDL lipid uptake, primary screen, ldlA[mSR-BI] cells, fluorescence, single point; AID 488896, 2010; actives 0.96% (n = 320,000); ldlA[mSR-BI] CHO cells, DiI-HDL uptake fluorescence, 3 h; inhibition, % at 12.5 µM; Scavenger receptor class B member 1 (Mus musculus), Q61009;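 active means mean replicate inhibition of at least 70% and a set share of replicates each scoring 70 or more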;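 further: 0% = median of neutral control wells and 100% = median of positive control wells; values of inactives mirror those of a sister screen read the other way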
RTF Ca sens inh: cardiac RTF calcium sensitivity inhibitors, primary screen, biochemical, IANBD-TnC fluorescence, EC70 calcium; Troponin I, cardiac muscle (Homo sapiens) + Troponin T, cardiac muscle (Homo sapiens) + …; IANBD-labeled cardiac RTF, Ca2+ fluorescence; inhibition, % at 7.15 µM; actives 0.12% (n = 340,000); AID 493244, 2011;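 active means inhibition above the mean inhibition of all tested compounds plus 3 SD, cut at about 17% in these data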;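 further: assay run at fixed EC70 calcium of 1.6 mM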
LANA DNA inh: inhibitors of KSHV C-LANA binding to DNA, primary screen, biochemical, fluorescence polarization, FAM-LBS DNA, MBP-C-LANA, single point. Kaposi's sarcoma herpesvirus LANA C-terminal domain (residues 932-1162) DNA binding. inhibition, % at 9 µM. actives 0.078% (n = 340,000);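 active means highest replicate inhibition at or above 60% at 9 µM, even if other replicates fall short; inactive means all replicates below 60% inhibition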;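 further: 0% = neutral control wells and 100% = 4 µM acridine orange control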
SR-BI uptake up: activators of SR-BI mediated DiI-HDL uptake, primary screen, ldlA[mSR-BI] CHO cells, DiI fluorescence; 3 h; 100 = double the neutral-control signal; activation, % at 12.5 µM; actives 0.096% (n = 320,000);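 active means mean replicate activation of at least 60% and every replicate at or above 60%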;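 further: 0% = median plate neutral-control signal and 100% = twice that signal; values of inactives mirror those of a sister screen read the other way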
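material = CHO ldlA[mSR-BI] cells | medium = Ham's F12 with 0.5% BSA, HEPES 25 mM, pH 7.4 | reagent = fluorescent DiI-HDL, 10 µg/mL final | compound dosing = single-point compound dose | incubation = 3 h, 37 °C | measured by = bottom-read fluorescence, 550/595 nm | measure = HDL uptake via cellular fluorescence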
PvdQ acylase: P. aeruginosa PvdQ acylase inhibitors, primary screen, biochemical, fluorescence, plate reader and imaging, single point; purified PvdQ acylase; inhibition, % at 10 µM; actives 0.063% (n = 340,000); PvdQ acylase [Pseudomonas aeruginosa LESB58]; in the data active means inhibition above about 30%, passing the limit was not always enough;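 further: 0% = vehicle neutral wells and 100% = reference inhibitor wells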
PKA-R2B act: activators of PKA-R2B holoenzyme, primary screen, biochemical, fluorescence polarization, Cy5-IP20, human; AID 504700, 2011; PKA-R2B holoenzyme dissociation; R2B truncated from residue 108, S112A mutant; 0% DMSO only, 100% 113 µM cGMP; cAMP-dependent protein kinase catalytic subunit beta (Homo sapiens) + cAMP-dependent …; activation, % at 11.4 µM; actives 0.079% (n = 340,000);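 active means activation above a cutoff set at the mean over all compounds plus 3 SD, cut at about 18% in these data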;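 further: higher means more holoenzyme dissociation and a rise in polarization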
Target sequence (P31323 whole entry, looked up, other chains not shown, the tested form may be a part): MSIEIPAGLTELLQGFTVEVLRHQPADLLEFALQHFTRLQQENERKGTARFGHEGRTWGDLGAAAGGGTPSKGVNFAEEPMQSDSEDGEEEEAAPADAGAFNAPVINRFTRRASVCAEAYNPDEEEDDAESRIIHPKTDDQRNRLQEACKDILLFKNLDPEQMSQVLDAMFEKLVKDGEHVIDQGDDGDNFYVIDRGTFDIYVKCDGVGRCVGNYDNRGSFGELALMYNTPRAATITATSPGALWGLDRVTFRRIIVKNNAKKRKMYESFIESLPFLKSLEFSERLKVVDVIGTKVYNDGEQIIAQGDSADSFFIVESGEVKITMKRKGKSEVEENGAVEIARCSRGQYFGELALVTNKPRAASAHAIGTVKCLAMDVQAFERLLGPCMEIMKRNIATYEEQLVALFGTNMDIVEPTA
Keap1 Nrf2 FP: Keap1-Nrf2 protein-protein interaction inhibitors, primary screen, biochemical, fluorescence polarization, single point | actives 0.15% (n = 340,000) | Keap1 Kelch-Nrf2 peptide fluorescence polarization, 1536-well | Kelch-like ECH-associated protein 1 (Homo sapiens), Q14145 | inhibition, % at 9.4 µM | AID 504523, 2011; in the data active means inhibition above about 12%;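 further: human Keap1 Kelch domain with fluorescein labeled Nrf2 9mer peptide probe; 0% = neutral control wells and 100% = peptide positive control; higher means more block of Keap1 binding to Nrf2 peptide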
Target sequence (Q14145 whole entry, looked up, the tested form may be a part): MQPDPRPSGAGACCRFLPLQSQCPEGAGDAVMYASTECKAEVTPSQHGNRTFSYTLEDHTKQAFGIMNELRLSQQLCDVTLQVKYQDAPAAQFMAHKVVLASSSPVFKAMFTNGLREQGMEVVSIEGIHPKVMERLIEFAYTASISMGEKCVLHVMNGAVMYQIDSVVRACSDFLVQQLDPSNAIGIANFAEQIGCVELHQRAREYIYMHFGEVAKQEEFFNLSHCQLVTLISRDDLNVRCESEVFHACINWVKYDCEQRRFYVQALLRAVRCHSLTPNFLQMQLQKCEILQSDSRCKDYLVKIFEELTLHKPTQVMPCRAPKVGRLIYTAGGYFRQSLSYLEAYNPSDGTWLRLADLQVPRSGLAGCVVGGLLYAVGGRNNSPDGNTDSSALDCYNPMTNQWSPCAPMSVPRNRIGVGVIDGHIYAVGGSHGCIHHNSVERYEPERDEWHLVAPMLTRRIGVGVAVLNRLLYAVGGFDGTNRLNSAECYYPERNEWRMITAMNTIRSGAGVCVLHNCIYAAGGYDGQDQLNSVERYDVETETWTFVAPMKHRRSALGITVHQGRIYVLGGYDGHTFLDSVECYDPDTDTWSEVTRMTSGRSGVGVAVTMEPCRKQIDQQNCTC
DAGLB inh: DAGLB lipase inhibitors, primary screen, biochemical, fluorescence, HTS; inhibition, % at 5.17 µM; Diacylglycerol lipase-beta (Homo sapiens), Q8NCG7; actives 0.059% (n = 340,000); HEK293T DAGLB membrane lysate, EnzChek fluorogenic substrate; in the data active means inhibition above about 34%;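 further: 0% = enzyme with vehicle and 100% = wells lacking enzyme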
NSD2 inh: NSD2 histone methyltransferase inhibitors, primary screen, biochemical, AlphaScreen, single concentration, set 2 | NSD2 peptide methylation, 120 min | inhibition, % at 12.5 µM | actives 0.54% (n = 310,000); in the data active means inhibition above about 50%
* marks the source's active call; other numbers are inactive results.

COc1ccc(-c2nnc(SCC(=O)Nc3ccc(C)cc3)n2C)cc1 was read as Arr AP2 block -8, SR-BI DiI inh 2, RTF Ca sens inh -1, LANA DNA inh -1.0, SR-BI uptake up -2, PvdQ acylase -11, PKA-R2B act -9, Keap1 Nrf2 FP -4, DAGLB inh -3 and NSD2 inh 0.
`CC(C)CNC(=O)C(=O)NN=C1CCCCCC1` gave Arr AP2 block 44, SR-BI DiI inh -10, RTF Ca sens inh -10, LANA DNA inh 1.0, SR-BI uptake up 10, PvdQ acylase -10, PKA-R2B act -4, Keap1 Nrf2 FP -6, DAGLB inh 3 and NSD2 inh -2.
Screening COc1cccc(CN(C)C(=O)c2ccc(Cl)c(S(=O)(=O)N3CCCCCC3)c2)c1OC returned Arr AP2 block 19, SR-BI DiI inh 35, RTF Ca sens inh 5, LANA DNA inh 1.8, SR-BI uptake up -35, PvdQ acylase 5, PKA-R2B act 1, Keap1 Nrf2 FP 0, DAGLB inh -3 and NSD2 inh 3.
`COc1cc(NC(=O)CN2C(=O)C(=O)N(C3CCCC3)C2=O)cc(OC)c1` gave Arr AP2 block 9, SR-BI DiI inh 2, RTF Ca sens inh 2, LANA DNA inh -0.7, SR-BI uptake up -2, PvdQ acylase 7, PKA-R2B act -8, Keap1 Nrf2 FP -7, DAGLB inh -3 and NSD2 inh 29.
`COc1cc(NC(=O)COc2ccc(-n3cnnn3)cc2)cc(OC)c1OC` gave Arr AP2 block -5, SR-BI DiI inh 59, RTF Ca sens inh 2, LANA DNA inh 1.2, SR-BI uptake up -59, PvdQ acylase -12, PKA-R2B act -7, Keap1 Nrf2 FP 3, DAGLB inh 1 and NSD2 inh 0.
CN(Cc1ccccc1)C(=O)c1nc2ccccn2c1CNCCCOc1cccnc1 was read as Arr AP2 block -2, RTF Ca sens inh -5, LANA DNA inh -0.3, PvdQ acylase -15, PKA-R2B act 6, Keap1 Nrf2 FP -3, DAGLB inh 1 and NSD2 inh 2.
For Cc1ccccc1NC(=O)c1ccc2c(c1)C(=O)N(CC(C)C)C2=O the results were Arr AP2 block -7, SR-BI DiI inh 17, RTF Ca sens inh -4, LANA DNA inh -0.1, SR-BI uptake up -17, PvdQ acylase -16, PKA-R2B act -3, Keap1 Nrf2 FP 2, DAGLB inh -1 and NSD2 inh -1.
For Cc1cc(-c2nnc(CCC(=O)N(C)CCc3ccccc3)o2)no1 the results were Arr AP2 block 20, RTF Ca sens inh -7, LANA DNA inh 0.0, PvdQ acylase -1, PKA-R2B act -11, Keap1 Nrf2 FP -5 and DAGLB inh -1.
Screening Cc1ccc(N2CCN(C(=O)c3ccccc3Br)CC2)c(C)c1 returned Arr AP2 block 24, RTF Ca sens inh 3, LANA DNA inh -1.0, PvdQ acylase -2, PKA-R2B act 0, Keap1 Nrf2 FP 3, DAGLB inh -6 and NSD2 inh 0.
CC1(C)CC(=O)C2=C(C1)N(c1ccc(F)cc1)C(=O)CC2c1ccsc1 (configuration not stated) was read as Arr AP2 block 23, SR-BI DiI inh -7, RTF Ca sens inh -7, LANA DNA inh -0.4, SR-BI uptake up 7, PvdQ acylase 1, PKA-R2B act -6, Keap1 Nrf2 FP 2 and DAGLB inh -3.

Three entries from above, ordered by molar mass, lowest first.
COc1ccc(-c2nnc(SCC(=O)Nc3ccc(C)cc3)n2C)cc1 was read as Arr AP2 block -8, SR-BI DiI inh 2, RTF Ca sens inh -1, LANA DNA inh -1.0, SR-BI uptake up -2, PvdQ acylase -11, PKA-R2B act -9, Keap1 Nrf2 FP -4, DAGLB inh -3 and NSD2 inh 0.
`COc1cc(NC(=O)COc2ccc(-n3cnnn3)cc2)cc(OC)c1OC` gave Arr AP2 block -5, SR-BI DiI inh 59, RTF Ca sens inh 2, LANA DNA inh 1.2, SR-BI uptake up -59, PvdQ acylase -12, PKA-R2B act -7, Keap1 Nrf2 FP 3, DAGLB inh 1 and NSD2 inh 0.
Screening COc1cccc(CN(C)C(=O)c2ccc(Cl)c(S(=O)(=O)N3CCCCCC3)c2)c1OC returned Arr AP2 block 19, SR-BI DiI inh 35, RTF Ca sens inh 5, LANA DNA inh 1.8, SR-BI uptake up -35, PvdQ acylase 5, PKA-R2B act 1, Keap1 Nrf2 FP 0, DAGLB inh -3 and NSD2 inh 3.

Next section:
Screening OCC1(CCOc2ccccc2)CCN(Cc2ccc3cccc(F)c3n2)CC1 returned Arr AP2 block 7, SR-BI DiI inh 10, RTF Ca sens inh -4, LANA DNA inh 2.2, SR-BI uptake up -10, PvdQ acylase 6, PKA-R2B act -11, Keap1 Nrf2 FP -4, DAGLB inh -2 and NSD2 inh 0.
For CCc1ccc(NC(=O)c2sc3nc(C)nc(N4CCN(c5ccccn5)CC4)c3c2C)cc1 the results were Arr AP2 block 20, SR-BI DiI inh 66, RTF Ca sens inh 0, LANA DNA inh -1.3, SR-BI uptake up -66, PvdQ acylase 1, PKA-R2B act 1, Keap1 Nrf2 FP -1, DAGLB inh 0 and NSD2 inh -4.
For CN1C[C@@H]2C(c3ccc(C(F)(F)F)cc3)C3(c4ccc(C#N)cc4)CC2(C3)[C@H]1c1ccccc1 (some centres not stated) the results were Arr AP2 block -5, SR-BI DiI inh -25, RTF Ca sens inh -7, LANA DNA inh -2.3, SR-BI uptake up 25, PvdQ acylase 8, PKA-R2B act -3, Keap1 Nrf2 FP -6 and DAGLB inh -11.
Screening Nc1ccc(O)c(-c2nc3ccccc3s2)c1 returned Arr AP2 block 6, SR-BI DiI inh 24, RTF Ca sens inh -23, LANA DNA inh 0.6, SR-BI uptake up -24, PvdQ acylase -7, PKA-R2B act -12, Keap1 Nrf2 FP -1, DAGLB inh 7 and NSD2 inh -5.
CC1CCCCC1NC(=O)COC(=O)c1ccc2ccccc2n1 (configuration not stated) was read as Arr AP2 block 32, SR-BI DiI inh -34, RTF Ca sens inh -10, LANA DNA inh -2.4, SR-BI uptake up 34, PvdQ acylase -18, PKA-R2B act -2, Keap1 Nrf2 FP -6, DAGLB inh -2 and NSD2 inh -5.
Screening Brc1ccc(OCCn2ccnc2)cc1 returned Arr AP2 block 1, SR-BI DiI inh -16, RTF Ca sens inh 3, LANA DNA inh 1.0, SR-BI uptake up 16, PvdQ acylase -10, PKA-R2B act -14, Keap1 Nrf2 FP 1 and DAGLB inh 0.
CN(CC(=O)Nc1ccc(F)c(Cl)c1)S(=O)(=O)c1cccc2nsnc12 was read as Arr AP2 block 22, SR-BI DiI inh 23, RTF Ca sens inh -4, LANA DNA inh 1.3, SR-BI uptake up -23, PvdQ acylase 1, PKA-R2B act 2, Keap1 Nrf2 FP 1 and DAGLB inh -6.
`CCOc1ccccc1NC(=O)CCNC(=O)c1ccc(Cl)cc1` gave Arr AP2 block 18, RTF Ca sens inh -6, LANA DNA inh -0.6, PvdQ acylase -6, PKA-R2B act 2, Keap1 Nrf2 FP 0 and DAGLB inh -1.
COC(=O)CN(c1ccc2c(c1)OCCO2)S(=O)(=O)c1ccccc1 was read as Arr AP2 block -5, SR-BI DiI inh 6, RTF Ca sens inh -5, LANA DNA inh 0.6, SR-BI uptake up -6, PvdQ acylase -7, PKA-R2B act 9, Keap1 Nrf2 FP -7, DAGLB inh -1 and NSD2 inh -2.
CC(Cl)C(=O)c1c(N)n(C)c(=O)n(C)c1=O (configuration not stated) was read as Arr AP2 block 11, SR-BI DiI inh -9, RTF Ca sens inh -3, LANA DNA inh 0.5, SR-BI uptake up 9, PvdQ acylase 1, PKA-R2B act -17, Keap1 Nrf2 FP -2, DAGLB inh 0 and NSD2 inh -2.
Cc1ccccc1-n1nnnc1SCc1ncc(-c2ccccc2)o1 was read as Arr AP2 block 8, SR-BI DiI inh -9, RTF Ca sens inh -16, LANA DNA inh -1.3, SR-BI uptake up 9, PvdQ acylase -7, PKA-R2B act -6, Keap1 Nrf2 FP 0, DAGLB inh -4 and NSD2 inh 0.
For Cc1cccc(C)c1OCCNC(=O)C(=O)NCc1ccco1 the results were Arr AP2 block 4, SR-BI DiI inh -1, RTF Ca sens inh 1, LANA DNA inh -0.8, SR-BI uptake up 1, PvdQ acylase 3, PKA-R2B act 0, Keap1 Nrf2 FP 1, DAGLB inh -2 and NSD2 inh -2.
CC1(C)Oc2c(ccc(O)c2CN2CCOCC2)C2=C1CCCC2 was read as Arr AP2 block -1, SR-BI DiI inh 26, RTF Ca sens inh -15, LANA DNA inh 2.9, SR-BI uptake up -26, PvdQ acylase -15, PKA-R2B act -2, Keap1 Nrf2 FP -4, DAGLB inh 0 and NSD2 inh 7.
`Cc1c(C#N)c(O)[nH]c(=O)c1N=Nc1ccc(Br)cc1C(=O)O` gave Arr AP2 block 27, SR-BI DiI inh -12, RTF Ca sens inh -9, LANA DNA inh -1.4, SR-BI uptake up 12, PvdQ acylase 11, PKA-R2B act -8, Keap1 Nrf2 FP -5, DAGLB inh 2 and NSD2 inh 5.
For COc1ccc(C(=O)Nc2ccc3c(c2)nc(CCNC(C)=O)n3C)cc1 the results were Arr AP2 block 1, SR-BI DiI inh -43, RTF Ca sens inh -8, LANA DNA inh -0.9, SR-BI uptake up 43, PvdQ acylase -10, PKA-R2B act -4, Keap1 Nrf2 FP -6, DAGLB inh -2 and NSD2 inh -13.
For COC(=O)C1=C(N)OC2=C(C(=O)CC(C)(C)C2)C1c1ccoc1 (configuration not stated) the results were Arr AP2 block 8, SR-BI DiI inh -20, RTF Ca sens inh -2, LANA DNA inh 0.5, SR-BI uptake up 20, PvdQ acylase -5, PKA-R2B act 0, Keap1 Nrf2 FP 3, DAGLB inh 1 and NSD2 inh 1.
For O=C(/C=C/c1cccc([N+](=O)[O-])c1)NCc1ccccc1 the results were Arr AP2 block 24, SR-BI DiI inh -9, RTF Ca sens inh -4, LANA DNA inh 0.3, SR-BI uptake up 9, PvdQ acylase 14, PKA-R2B act -1, Keap1 Nrf2 FP -2, DAGLB inh -6 and NSD2 inh -2.
C=CCN(CC=C)S(=O)(=O)c1ccc(NC(=S)NC(=O)c2ccco2)cc1 was read as Arr AP2 block 7, SR-BI DiI inh 41, RTF Ca sens inh -7, LANA DNA inh -0.8, SR-BI uptake up -41, PvdQ acylase 2, PKA-R2B act -4, Keap1 Nrf2 FP -4, DAGLB inh -7 and NSD2 inh 1.

Screening data from PubChem.
